From PubChem
Peg3 imprint = induces erasure of genomic imprints in mouse ES cells; hit rate 0.02% among 110,000; mouse ES Peg3-LacZ reporter, beta-gal luminescence, 40 h; Potency, µM (top dose mostly 60.7 µM), for the others: at the top dose activity change, positive = activation, hits mostly activators; AID 1948;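 note: 0% = negative control wells on the plate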
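Imprint erasure is scored as LacZ activity from the silenced maternal Peg3 allele in feeder-free female ES cells cultured 40 h with LIF. Luminescence is normalized to in-plate negative controls and fitted to the Hill equation.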
IkB signaling = IkB pathway inhibition in ABC-DLBCL cells; ABC-DLBCL IkBa-CBG/CBR dual luciferase ratio, 4 h; response scale: scaled: untreated 0%, proteasome inhibitor 100%; Potency, µM (series often up to 57.1 µM), inactives show at the highest dose IkBa stabilization activation; hit rate 0.04% among 110,000; AID 445; active = well fitted curve in the direction sought with a large enough effect in the signal ratio, not every such curve was filed as active; inconclusive = small, poorly fitted or top-dose-only effect, or a change in a side signal; the % refers to the signal ratio;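 note: the direction sought is a rising ratio; 0% = basal untreated cells and 100% = reference inhibitor full response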
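Luminescence ratio of IκBα-fused green versus native red beetle luciferase in OCI-Ly3 cells, 4 h post-doxycycline with compound; red signal alone, scaled from basal (0%) to zero light (-100%), flagged nonspecific or cytotoxic effects.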
p53ts 32C tox = p53ts cell cytotoxicity, permissive temperature. H1299-p53A138V at 32C, ATP luminescence viability, 24 h. Potency, µM (doses to about 46.1 µM), without a hit: top-dose activity change, negative = cytotoxicity, actives largely listed as cytotoxic. hit rate 0.93% among 130,000;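 note: 0% = DMSO and -100% = full killing by reference compound; nearly all actives have a fitted effect of over 55% in size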
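Cells: H1299 p53ts (A138V), 600/well, pre-incubated 16–30 h at 37C. Cpd up to 46 uM, 24 h, 32C. Readout: ATPlite luminescence, 20 min RT. Normalization: DMSO vs tamoxifen 100 uM. AC50 by Hill equation.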
p53ts 39C kill = cytotoxicity in p53ts cells at nonpermissive temperature; Potency, µM (top dose mostly 46.1 µM), for inactives: at the top dose activity change, negative = cell killing, actives largely listed as cytotoxic; hit rate 1.5% among 130,000; H1299-p53A138V viability at 39C, ATP luminescence, 24 h; note: nearly all actives have a fitted effect of over 55% in size
Starred values were filed as active, the others as inactive; ? = inconclusive; . = not tested or not shown; [ ] = another dose, or the depositor's remark. Unless noted, calls come from the whole dose curve; as a rule, active = well fitted curve in the direction sought with a large enough effect; inconclusive = small, poorly fitted or top-dose-only effect, or another doubt; inactive = no such curve, though single readings can be large; an effect the other way counts as inactive or inconclusive. Unless noted, % is set by controls: 0 for no effect and ±100 for the full control effect; potency is the fitted concentration of half-maximal effect.

canonical_smiles | Peg3 imprint | IkB signaling | p53ts 32C tox | p53ts 39C kill
N=c1ccn(Cc2ccc(Cl)c(Cl)c2)cc1 | -21% | 1.5% | 8% | -3%
O=c1c(-c2cc(F)cc(F)c2)nc2cnc(N3CCOCC3)nc2n1CCc1ccccc1 | ? | 2.9%[11.4 µM] | 1% | 1%
Cc1ccc(S(=O)(=O)N2CCC(C(=O)N3CCC[C@H]3C(=O)NC3CCS(=O)(=O)C3)CC2)cc1 (stereo partly specified) | -9% | 1.2% | 1% | 7%
CCOC(=O)c1cnc2cc3c(cn2c1=O)CCCC3 | -41%[inhibitor] | -0.7% | -27% | ?
CC1N=C2c3ccccc3N=C(SCC(=O)NCCc3ccc(Cl)cc3)N2C1=O (stereo unspecified) | 11%[10.9 µM] | 0.2% | -4% | -18%
O=C(NCSC1=NCCS1)c1ccccc1 | -8% | -0.4% | -2% | 0%
Cc1nc(N)c(C#N)c(-c2ccccc2)c1C | -3% | 1.2% | 14% | 4%
Cc1nc(-n2nnc3ccccc32)c2c3c(sc2n1)CCCC3 | -15% | ? | 0% | 5%
NC(=O)c1cc(S(=O)(=O)N2CCCCC2)cs1 | -14%[10.9 µM] | 1.9% | 6% | -5%
Cc1ccc(NC(=O)c2oc3ccc(S(=O)(=O)N(C)C4CCCCC4)cc3c2C)cc1Cl | -9%[10.9 µM] | ? | 5% | ?
CCCC1(C(=O)OCC)NC(c2cc(OC)c(OC)c(OC)c2)C2C(=O)N(CC)C(=O)C21 (stereo unspecified) | 1% | 0.4% | 2% | 6%
Cc1cccnc1NC(=O)c1ccccc1NC(=O)C(C)(C)C | . | . | 0% | 3%
COc1ccc(Nc2ccc3c(c2)=NC2(CCCCC2)[N+]=3[O-])cc1 | -30% | ? | 5µM* | 6.3µM*
CCN(CCN(C)C)C(=O)C1CCN(S(=O)(=O)c2c(C)noc2/C=C/c2ccccc2F)CC1 | 6%[10.9 µM] | -2.0% | -21% | 13µM*
CC(C)(C)C(=O)Nc1ccc(-c2cn3ccsc3n2)cc1 | -52%[inhibitor] | -0.5% | 0.63µM* | 0.79µM*
O=c1[nH]c(=O)n(Cc2ccco2)c2c1C(C(F)(F)F)(C(F)(F)F)N=C(C1CCCCC1)N2 | 0% | -0.3% | 3% | 16%
CCCn1c(SCc2cc(=O)[nH]c3ccccc23)nc2c1c(=O)n(C)c(=O)n2C | -1% | -0.8% | 6% | 9%
CN(CC(=O)Nc1ccccn1)S(=O)(=O)c1ccc(Cl)cc1 | . | . | 10% | 26%
CC(=O)O[C@@H](C)C[N+](C)(C)C | -3%[16.8 µM] | 0.5%[25.6 µM] | 3%[20.6 µM] | 16%[20.6 µM]
O=C(CSc1nc2ccccc2nc1Cc1ccc(Cl)cc1)N1CCCc2ccccc21 | -5%[10.9 µM] | ? | 8% | 25%
O=C(O)c1cc(S(=O)(=O)Nc2cccc(F)c2)ccc1Cl | . | . | 7% | 6%
O=C(CC1Oc2ccccc2NC1=O)NCc1ccccc1 (stereo unspecified) | -3% | 0.5% | 2% | 0%
COc1ccccc1CCNC(=O)c1ccc(C)o1 | . | . | -3% | -4%
COc1cc(NC(=O)CCn2c(-c3ccccc3)cc(C(C)=O)c2C)cc(OC)c1 | -14%[10.9 µM] | -0.7% | 15% | -19%
O=C(CSc1n[nH]c(C2CCCC2)n1)NC1CCCC1 | -4% | 0.0% | -4% | 1%
CC1(C)Cc2c(sc3ncnc(N)c23)CO1 | . | -4.4% | 7% | 13%
Cc1cc(=O)n2nc(N3CCC(C(=O)Nc4ccc(Br)cc4F)CC3)sc2n1 | 8%[10.9 µM] | ? | -1% | -13%
Cc1oc(-c2cccc(Cl)c2)nc1CN1CCC(C(=O)NCC2CCCO2)CC1 (stereo unspecified) | -18% | -1.6% | -3% | 2%
COC(=O)c1ccc(NC(=O)CN2CCN(c3ccccc3)CC2)cc1 | -3% | 1.3% | 3% | -8%
O=C(NCCCN1CCN(c2cccc(Cl)c2)CC1)c1ccc(N2CCCC2=O)cc1 | -21% | -0.2% | 21% | -15%
Cc1cc(C)n(-c2ccc(C(=O)OCC(=O)c3ccc(Br)s3)cc2)n1 | -7% | ? | 12% | -6%
CC[C@]1(O)C[C@@H]2CN(CCc3c([nH]c4ccccc34)[C@](C(=O)OC)(c3cc4c(cc3OC)N(C=O)[C@H]3[C@@](O)(C(=O)OC)[C@H](C(=O)OC)[C@@]5(CC)C=CCN6CC[C@]43[C@H]65)C2)C1 | -28% | 0.7% | -17% | -24%
N#Cc1nc(Cc2cccc3ccccc23)oc1NCc1ccco1 | -17% | -0.1% | 5% | 0%
Cc1ccc(CNC(=O)c2nn(C)c3c2CS(=O)(=O)c2ccccc2-3)cc1 | ? | ? | 0% | -10%
Cc1nc(N2CCC(C)CC2)c2nnn(Cc3ccccc3)c2n1 | . | . | -2% | -4%
COc1ccc(O)c(C(=O)CC(=O)c2ccccc2)c1 | -86%[inhibitor] | 16% | 10µM* | 13µM*
CN(C)CC(=O)Nc1cc(C(F)(F)F)ccc1Cl | 1% | -3.4% | 14% | 12%
Cc1cc2cc(CNC(=O)CCC(=O)O)ccc2[nH]1 | -4% | 1.0% | -4% | 3%
COc1ccc(-c2cc(C(=O)OCC(=O)c3cccc(OC)c3)c3cccc(Cl)c3n2)cc1 | -4%[10.9 µM] | -0.5% | 1% | -1%
CN(C)Cc1cn(CCC(=O)O)c2ccccc12 | 1% | 1.3% | 0% | 1%
O=S(=O)(NC1CCCC1)c1ccc(S(=O)(=O)N2CCc3ccccc32)cc1 | -15% | ? | 24% | 2%
Cc1ccnc(NC(c2cc(C)ccc2O)c2ccc3cccnc3c2O)c1 (stereo unspecified) | -14%[10.9 µM] | ? | ? | 13µM*
CO[C@@H]1COC(=O)C/C=C\[C@@H](C)[C@H](OC)COC(=O)C/C=C\[C@H]1C | . | . | 4%[9.22 µM] | 0%[9.22 µM]
O=C(O)c1c(Br)c(Br)c(Br)c(Br)c1C1c2ccc(O)cc2Oc2cc(O)ccc21 | -5%[10.9 µM] | 0.8%[11.4 µM] | -6%[9.22 µM] | 12%[9.22 µM]
CC(=O)Nc1ccc(Oc2cc(C#N)c(C#N)cc2N2CCCCCC2)cc1 | -12% | ? | 29% | 40%[activator]
CC1CCN(Cc2nc3c(c(=O)n(C)c(=O)n3C)n2CCCc2ccccc2)CC1 | -4% | 1.4% | -6% | 15%
CCOC(=O)C1CCN(C(=O)c2cccc(NC(=O)C(CC)CC)c2)CC1 | -2% | -0.8% | 10% | 10%
CCOc1cc(Br)cc(C2NC(=O)c3c(sc4c3CCN(C)C4)N2)c1O (stereo unspecified) | -7%[10.9 µM] | ? | -2% | -23%
O=C(NCCCN1CCN(c2ccc(F)cc2)CC1)Nc1ccc(Cl)cc1 | -12%[10.9 µM] | 6.2% | -9% | ?
CCCc1nc(SCC(=O)N2CCc3ccccc32)c2c(=O)n(C)c(=O)n(C)c2n1 | -3% | 1.4% | 10% | 3%

Remaining list, next part
canonical_smiles | Peg3 imprint | IkB signaling | p53ts 32C tox | p53ts 39C kill
CCN(c1ccc(OC)cc1)S(=O)(=O)c1ccc2c(c1)CCN2C(=O)CCC(=O)O | 4% | -0.4% | -8% | 1%
COc1ccc(Br)cc1CNC(=O)c1ccc2c(c1)nc1n2CCCCC1 | ? | ? | -12% | -30%
CCOc1ccccc1C(=O)N1CCCCC1C (stereo unspecified) | -8% | -0.6% | 7% | 1%
CCOC(=O)c1cccc(NC(=O)CCNS(=O)(=O)c2cccc3nonc23)c1 | -7%[10.9 µM] | ? | 12% | -22%
Cc1ccc(-c2ccc(=O)n(CC(=O)NCCCN3CCCCC3C)n2)cc1 (stereo unspecified) | -6% | 0.1% | -11% | -2%
Cn1c(=O)oc2cc(S(=O)(=O)NC(Cc3ccccc3)C(=O)NCc3ccccc3Cl)ccc21 (stereo unspecified) | -5%[10.9 µM] | 0.7% | 2% | -3%
COC(=O)c1ccc2oc(=O)c(S(=O)(=O)c3ccc(C)cc3)cc2c1 | 6%[10.9 µM] | ? | 3% | ?
COc1ccccc1NC(=O)Cc1csc(N)n1 | . | 4.1% | -4% | -2%
CCOC(=O)C1CCCN(S(=O)(=O)c2c(C)c(C)cc(C)c2C)C1 (stereo unspecified) | -12% | 2.7% | 2% | 3%
COC(=O)C1CCN(C(=O)C23CCC(C)(C(=O)O2)C3(C)C)CC1 (stereo unspecified) | -5% | 1.7% | 5% | 1%
COc1cc(/C=N/Nc2ncc(C(F)(F)F)cc2Cl)cc(OC)c1OC | . | . | 25% | -13%
CCCN(CCC)CCNC(=O)c1cc2c(=O)oc3ccc(C)cc3c2s1 | -17%[10.9 µM] | -1.2% | 0% | 3%
CCC1CC(C)(C(=O)Nc2ccc(S(N)(=O)=O)cc2)OC1=O (stereo unspecified) | 20% | 0.1% | 1% | 4%
Cc1ccc(C)c(/C(O)=C2/C(=O)C(=O)N(CCN3CCOCC3)C2c2ccc(C)o2)c1 (stereo unspecified) | . | 6.3% | -9% | 9%
CCOC(=O)c1cnn(-c2ccc(C(=O)Nc3ccc(OC(F)(F)F)cc3)cc2)c1N | -10%[10.9 µM] | -0.6% | -2% | 27%
CCc1c2c(nc3ccccc13)OC(C)C2 (stereo unspecified) | 18% | . | 6% | 5%
OCC(O)C(O)[C@H](O[C@H]1OC(CO)C(O)C(O)C1O)[C@H](O)CO (stereo partly specified) | ? | . | -8% | 10%
CC1CC(C)CN(Cc2nc3c(c(=O)n(C)c(=O)n3C)n2Cc2ccccc2Cl)C1 (stereo unspecified) | -14% | 1.8% | -5% | -5%
CCCC(=O)Nc1cc(-c2nn(C)c(=O)c3ccccc23)ccc1OC | -20% | 8.0% | 7% | 4%
CC(=O)Nc1cccc(NC(=O)Cn2cnc3c(oc4ccccc43)c2=O)c1 | -8%[10.9 µM] | 0.4% | 0% | -10%
Cc1n[nH]c(=O)nc1NCc1ccccc1 | -7% | -1.3% | -6% | 1%
Cn1cc(-c2nc3cnc(N4CCOCC4)nc3n(CCC#N)c2=O)c2ccccc21 | -1% | 0.7%[11.4 µM] | -8% | 1%
Cc1cc(O)cc(=O)n1Cc1ccco1 | 1% | 1.1% | 0% | 2%
CC(C)(C)OC(=O)NCCCCCc1nnc(SCC(N)=O)o1 | 20% | 5.0% | 3% | -2%
CCOc1ccc(-n2c(C)nc3cc(C(=O)NCCCN4CCOCC4)ccc32)cc1 | -12% | 1.2% | -32% | -10%

Compounds from the list above with an aryl thioether with sulfur outside any ring:
canonical_smiles | Peg3 imprint | IkB signaling | p53ts 32C tox | p53ts 39C kill
CCCn1c(SCc2cc(=O)[nH]c3ccccc23)nc2c1c(=O)n(C)c(=O)n2C | -1% | -0.8% | 6% | 9%
O=C(CSc1nc2ccccc2nc1Cc1ccc(Cl)cc1)N1CCCc2ccccc21 | -5%[10.9 µM] | ? | 8% | 25%
O=C(CSc1n[nH]c(C2CCCC2)n1)NC1CCCC1 | -4% | 0.0% | -4% | 1%
CCCc1nc(SCC(=O)N2CCc3ccccc32)c2c(=O)n(C)c(=O)n(C)c2n1 | -3% | 1.4% | 10% | 3%
CC(C)(C)OC(=O)NCCCCCc1nnc(SCC(N)=O)o1 | 20% | 5.0% | 3% | -2%

The list goes on:
canonical_smiles | Peg3 imprint | IkB signaling | p53ts 32C tox | p53ts 39C kill
COc1ccc(CCn2c(-n3nc(C)cc3C)nc3c2c(=O)[nH]c(=O)n3C)cc1 | -23% | -0.4% | 6% | 10%
COCC(=O)Nc1c(C(=O)Nc2cccc(OC)c2)oc2ccccc12 | -69%[inhibitor] | -0.4% | -10% | -14%
Cc1nc(C)c(C(=O)NCc2ccc(Cl)cc2)o1 | -12% | 1.0% | 1% | 1%
CCCCNc1ccc(-c2nc(-c3ccncc3)no2)cc1[N+](=O)[O-] | -6%[10.9 µM] | 10% | 1% | 16%
CCn1c(=O)cc(SCC(=O)NCCCN2CCN(c3ccccc3F)CC2)c2ccccc21 | -15% | 6.8% | -8% | -10%
Cc1cc(=O)n2c(n1)OC(CO)C2 (stereo unspecified) | 1% | -1.4% | -5% | -14%
